Source: PubChem BioAssay (Broad Institute)
SIRT5 inh: sirtuin-5 (human) deacylase inhibition; Q9NXA8; Purified SirT5, succinyl-peptide AMC, trypsin-coupled fluorescence; inhibition, % at 15 µM; 330,000 compounds, 1.1% hits; AID 652115; in the data active means inhibition above about 15%
Target sequence (Q9NXA8 whole entry, looked up): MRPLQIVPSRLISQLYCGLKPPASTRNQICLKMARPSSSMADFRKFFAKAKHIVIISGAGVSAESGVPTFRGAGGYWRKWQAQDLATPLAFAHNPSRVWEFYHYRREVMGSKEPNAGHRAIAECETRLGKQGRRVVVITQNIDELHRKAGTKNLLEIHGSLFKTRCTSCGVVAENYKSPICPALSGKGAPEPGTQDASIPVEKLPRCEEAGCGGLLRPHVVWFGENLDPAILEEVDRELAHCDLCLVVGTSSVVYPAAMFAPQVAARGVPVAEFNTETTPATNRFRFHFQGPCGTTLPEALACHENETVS
Cneo AK release: causes C. neoformans cell lysis. adenylate kinase release luminescence, 4 h; normalised: neutral wells 0, clomiphene wells 100. AID 651654. 360,000 compounds, 0.2% hits. lysis activity, % at 15 µM;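 active means mean lysis activity across replicates of at least 80%, whatever share of replicates individually reach that level; inactive means mean lysis activity below 80%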
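Material: C. neoformans cells | Amount: Yeast cell density of 5 × 10^6 cells/mL | Medium: Fresh YPD growth medium | Dosing: Single dose | Times: Static 4 h at 37 °C with compound, 1 h detection | Detection: AK luminescence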
S100A4 MyoIIA: inhibitors of human S100A4 binding to myosin IIA peptide; S100A4/TAMRA-MyoIIA peptide fluorescence polarization; 360,000 compounds, 0.14% hits; AID 652163; P26447; inhibition, % at 10.7 µM;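 active means mean inhibition of at least 70% across replicates, with every replicate also reaching that level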
Target sequence (P26447 whole entry, looked up): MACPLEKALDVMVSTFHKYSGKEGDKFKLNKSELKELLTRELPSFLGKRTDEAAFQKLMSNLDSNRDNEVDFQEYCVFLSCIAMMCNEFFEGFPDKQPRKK
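incubation = readout 5 min after mixing, signal stable up to 60 min | system = S100A4 monomer protein | buffer or medium = HEPES pH 7.2 with CaCl2, KCl, NaCl, DTT, Triton | benchmarks = neutral control DMSO, positive control TFP | also added = fluorescent myosin IIA peptide, 5 nM | compound dosing = one concentration per compound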
ERAP1 HTS inh: ERAP1 (human) enzyme inhibition. Q9NZ08. recombinant ERAP1, Leu-AMC fluorescence, 60 min. inhibition, % at 10.7 µM. 340,000 compounds, 0.15% hits;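 active means mean replicate inhibition of at least 30%, or all replicates individually reaching that 30% level; inactive means mean below 30% and not every replicate reaching it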;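 further: 0% = neutral control wells and 100% = L-leucinethiol positive control wells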
Statin myotox sup: suppression of simvastatin myotoxicity; rescue of ATP level, % at 7.49 µM; AID 602340; C2C12 myotubes + simvastatin, ATP luminescence, 48 h; scaled: DMSO 0, geranylgeraniol control 100; 330,000 compounds, 0.78% hits;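 active means mean ATP rescue above about 67%, or every replicate alone reaching that limit, limit read from the data, passing the limit was not always enough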;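 further: myotubes were challenged with 10 µM simvastatin during compound exposure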
XiGFP reactiv: reactivates the inactive X chromosome in mouse fibroblasts | XiGFP mouse fibroblasts, % GFP-positive cells imaging, 3 d; cells co-treated with 5-aza-dC sensitizer; scaled so ellipticine positive control = 100% | 360,000 compounds, 0.055% hits | AID 743238 | activation, % at 7.58 µM;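 active means mean normalized replicate activation at least 10% and every replicate at or above 10%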;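 further: 0% = median of on-plate neutral control wells and 100% = ellipticine 6 µM median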
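material = 68-5-11 XiGFP fibroblast line | medium = DMEM plus 5-aza-dC sensitizer | schedule = 3 days compound exposure | benchmarks = positive control ellipticine, 6 µM final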
PGC1a acetyl inh: modulators of PGC1a acetylation | U2OS PGC1a acetylation, AlphaScreen anti-acetyl-lysine; with virally co-expressed GCN5 acetyltransferase | inhibition, % at 15.6 µM | 350,000 compounds, 0.17% hits;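 active means every replicate shows inhibition of at least 40%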;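 further: 0% = neutral control wells and 100% = positive control wells; some results beyond the cut were filed as inactive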
LGR2 inh: inhibitors of bursicon-induced Drosophila LGR2 receptor cAMP signaling. HEK293 LGR2, CRE-luciferase, bursicon-stimulated, 4 h. inhibition, % at 9.99 µM. 380,000 compounds, 0.35% hits. AID 720647;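 active means drop in luminescence signal, shown as inhibition above about 50% in the replicate tests, limit read from the data, passing the limit was not always enough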;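 further: agonist challenge used bursicon conditioned medium at about half maximal strength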
* marks the source's active call; other numbers are inactive results; / = no result given. These rows are one share of the data; the hit share may differ from the screen's.

Each structure is followed by: SIRT5 inh	Statin myotox sup	S100A4 MyoIIA	Cneo AK release	PGC1a acetyl inh	XiGFP reactiv	ERAP1 HTS inh	LGR2 inh
COc1ccc(C(=O)CN2C(=O)NC3(CCCCC3)C2=O)cc1OC
  1	7	-1	2	4	-0.1	1	5
CCCCN(C(=O)c1ccc(C)o1)c1c(N)n(CCCC)c(=O)[nH]c1=O
  -6	-8	2	/	-5	0.5	0	7
O=C(CCN1CCCCC1)N[C@H]1CC[C@@H](CC(=O)N2CCC(Cc3ccccc3)CC2)O[C@H]1CO
  -5	2	2	1	6	-0.2	0	-20
CO[C@H]1CC[C@H]2CCN(C)C(=O)[C@H](C)[C@H](OC)CN(C)C(=O)c3cc(C#N)ccc3OC[C@H]1O2
  3	2	5	62	3	-0.1	3	-15
Cc1ccc(-n2ccc(=O)c(C(=O)Nc3ccc(S(=O)(=O)Nc4nccs4)cc3)n2)cc1
  0	5	3	-2	-7	0.0	2	13
CCC(=O)N1C[C@@H]2[C@H](c3ccccc31)[C@@H](CO)N2Cc1cc(F)ccc1F
  5	-11	-1	-8	3	0.2	-2	-6
COc1ccc(NC(=O)N(C)C[C@H]2Oc3ccc(NC(=O)Nc4ccccc4)cc3C(=O)N([C@H](C)CO)C[C@H]2C)cc1
  -8	-4	-15	-3	-3	0.3	1	11
O=C1c2ccccc2CCc2ccccc21
  -1	3	3	0	-4	0.0	2	-14
COc1ccc(S(=O)(=O)N2CCC[C@H]2C(=O)N2CCC[C@H]2C(=O)N[C@H](C)c2ccccc2)cc1C
  0	/	6	/	/	0.0	/	6
COc1ccc(CN(C)C[C@H]2Oc3c(NC(=O)Nc4ccccc4)cccc3C(=O)N([C@@H](C)CO)C[C@H]2C)cc1
  5	-45	-3	-3	-12	-1.3	2	-4
C[C@@H]1CN([C@@H](C)CO)C(=O)c2cc(C3=CCCC3)cnc2O[C@@H]1CN(C)Cc1cccc(F)c1
  1	0	26	-2	-9	0.5	0	8
O=S(=O)(N[C@@H]1CCCN(Cc2ccc(OCCO)cc2)C1)c1cc(Cl)ccc1Cl
  -1	/	6	50	/	/	0	/
Cc1c(OC(C)C(=O)NCC(O)c2ccccc2)ccc2c3c(c(=O)oc12)CCCC3 (centres undefined)
  -8	-7	-15	/	-11	0.0	1	-21
Nc1ccn(C2OC(CCl)C(O)C2O)c(=O)n1 (centres undefined)
  /	3	-2	2	-1	-0.1	-1	3
O=C(Nc1ccccc1F)N1C[C@H]2[C@@H](c3ccccc31)[C@@H](CO)N2C(=O)C1CCOCC1
  7	15	-4	7	-8	0.1	5	-4

A draw from above in order of number of heavy atoms, rising:
Each structure is followed by: SIRT5 inh	Statin myotox sup	S100A4 MyoIIA	Cneo AK release	PGC1a acetyl inh	XiGFP reactiv	ERAP1 HTS inh	LGR2 inh
O=C1c2ccccc2CCc2ccccc21
  -1	3	3	0	-4	0.0	2	-14
Nc1ccn(C2OC(CCl)C(O)C2O)c(=O)n1 (centres undefined)
  /	3	-2	2	-1	-0.1	-1	3
COc1ccc(C(=O)CN2C(=O)NC3(CCCCC3)C2=O)cc1OC
  1	7	-1	2	4	-0.1	1	5
CCCCN(C(=O)c1ccc(C)o1)c1c(N)n(CCCC)c(=O)[nH]c1=O
  -6	-8	2	/	-5	0.5	0	7
CCC(=O)N1C[C@@H]2[C@H](c3ccccc31)[C@@H](CO)N2Cc1cc(F)ccc1F
  5	-11	-1	-8	3	0.2	-2	-6
O=S(=O)(N[C@@H]1CCCN(Cc2ccc(OCCO)cc2)C1)c1cc(Cl)ccc1Cl
  -1	/	6	50	/	/	0	/
Cc1c(OC(C)C(=O)NCC(O)c2ccccc2)ccc2c3c(c(=O)oc12)CCCC3 (centres undefined)
  -8	-7	-15	/	-11	0.0	1	-21
Cc1ccc(-n2ccc(=O)c(C(=O)Nc3ccc(S(=O)(=O)Nc4nccs4)cc3)n2)cc1
  0	5	3	-2	-7	0.0	2	13
C[C@@H]1CN([C@@H](C)CO)C(=O)c2cc(C3=CCCC3)cnc2O[C@@H]1CN(C)Cc1cccc(F)c1
  1	0	26	-2	-9	0.5	0	8
COc1ccc(S(=O)(=O)N2CCC[C@H]2C(=O)N2CCC[C@H]2C(=O)N[C@H](C)c2ccccc2)cc1C
  0	/	6	/	/	0.0	/	6
COc1ccc(NC(=O)N(C)C[C@H]2Oc3ccc(NC(=O)Nc4ccccc4)cc3C(=O)N([C@H](C)CO)C[C@H]2C)cc1
  -8	-4	-15	-3	-3	0.3	1	11

Other compounds
Each structure is followed by: SIRT5 inh	Statin myotox sup	S100A4 MyoIIA	Cneo AK release	PGC1a acetyl inh	XiGFP reactiv	ERAP1 HTS inh	LGR2 inh
CCCNC(=O)N1CC2(C1)[C@H](c1ccccc1)[C@@H](CO)N2CC1CCCC1
  0	/	-3	/	-14	0.0	0	22
CN(C)CCSc1nc(-c2ccccc2)nc2c1CCC2
  0	/	-5	1	-2	0.6	1	-2
CN(CC(=O)Nc1ccc(F)cc1)C(=O)COC(=O)/C=C/c1ccccc1[N+](=O)[O-]
  0	4	0	-1	-9	-0.1	0	-6
O=C(Cc1ccc([N+](=O)[O-])cc1)Nc1cccc(C(=O)N2CCOCC2)c1
  /	7	7	2	/	0.1	-1	-3
COCCN1CCN(C(=O)C2CCC(=O)N(CCc3ccc(Cl)cc3)C2)CC1 (centres undefined)
  4	-5	-10	1	/	0.0	-3	8
O=C(c1ccc2c(c1)OCO2)N1CCN=C1SCc1ccccc1
  /	9	-4	-4	-3	0.0	/	-12
O=C(C[C@@H]1CC[C@H]2[C@@H](COC[C@H](O)CN2C(=O)Nc2ccc(Cl)cc2)O1)NCC1CC1
  0	1	-1	-5	6	0.1	-1	-25
COc1ccc(CNC(=O)Cn2nc([N+](=O)[O-])c(Br)c2C)cc1
  -2	11	-1	-7	-8	0.0	-4	1
O=C(NCc1cccc(F)c1)c1ccc2nc(N3CCOCC3)sc2c1
  -4	-19	-11	0	23	0.0	-5	24
CN(CCC#N)C(=O)CC1(Cc2ccccc2)CCOC(C)(C)C1 (centres undefined)
  -4	/	0	-1	1	0.0	-1	0
CC(C)NC(=O)N(C)C[C@H]1Oc2ccc(NC(=O)CCN3CCOCC3)cc2C(=O)N([C@H](C)CO)C[C@H]1C
  4	-9	2	-2	-2	0.0	2	4
COc1ccccc1-c1ccc2c(c1)O[C@H](CN(C)C(=O)c1cccnc1)[C@@H](C)CN([C@@H](C)CO)S2(=O)=O
  -4	3	16	-8	-10	0.3	-2	-4
O=c1ccc2cc(S(=O)(=O)Nc3ccc(Br)cc3)ccc2o1
  2	-6	10	-2	-4	0.1	-1	16
CNC(=O)C[C@@H]1CC[C@@H]2[C@H](COc3ccc(NC(=O)C4CC4)cc3C(=O)N2C)O1
  /	1	/	-4	-1	0.3	/	10
CO[C@H](CN(C)C(=O)c1ccccc1F)[C@@H](C)CN([C@@H](C)CO)S(=O)(=O)c1ccc(C)cc1
  -2	-4	2	0	3	0.0	0	-9

Carrying on:
Each structure is followed by: SIRT5 inh	Statin myotox sup	S100A4 MyoIIA	Cneo AK release	PGC1a acetyl inh	XiGFP reactiv	ERAP1 HTS inh	LGR2 inh
N#C[C@@H]1[C@H](c2ccc(C#Cc3ccccc3F)cc2)[C@H](CO)N1C(=O)C1CCCC1
  6	/	-13	/	3	0.2	-3	22
CCOC(=O)COc1cc(Br)c(/C=N/Nc2ccccc2)cc1OC
  -7	/	-3	2	2	/	1	-12
CCN=C1SC(C(=O)Nc2ccc(OC)cc2)CC(=O)N1CC (centres undefined)
  -3	1	6	-3	-7	0.0	2	-12
COc1ccc(/C=C/c2cccc[n+]2C)c(O)c1
  9	-84	0	-3	-2	0.0	5	-5
COc1ccc(NC(=O)Nc2ccc3c(c2)C(=O)N([C@H](C)CO)C[C@H](C)[C@@H](CN(C)C(=O)Cc2ccccc2)OCCCC[C@@H](C)O3)cc1
  0	/	-15	1	5	0.2	1	5
O=C(NCC[C@@H]1CC[C@@H](NC(=O)C2CCCC2)[C@@H](CO)O1)c1ccc(F)cc1
  1	-4	8	4	2	-0.2	-1	-6
CCOC(=O)N1CCC(N2C(=O)c3ccccc3C2=O)CC1
  1	2	2	-1	20	0.2	5	-8
O=C1C(=O)N(Cc2cccnc2)C(c2cccc(O)c2)/C1=C(\O)c1ccc2c(c1)OCCO2 (centres undefined)
  2	-3	3	0	2	0.2	3	0
C[C@@H]1CCCCO[C@@H](CN(C)S(C)(=O)=O)[C@@H](C)CN([C@H](C)CO)C(=O)c2cc(NC(=O)Nc3ccccc3)ccc2O1
  4	/	1	4	17	0.5	-2	12
CCCNC(=O)N1[C@H](CNC(=O)CC)[C@@H](c2ccc(C3=CCCC3)cc2)[C@@H]1CO
  -3	5	-7	0	0	0.1	0	13
CC(CC(=O)O)CC(=O)Nc1cc([N+](=O)[O-])ccc1O (centres undefined)
  0	-2	3	/	-1	0.0	3	/
COc1ccccc1N1CCN(CCCN2C(=O)C3CCCN3C2=O)CC1 (centres undefined)
  6	2	6	1	/	0.0	-10	-4
Cn1cnc(S(=O)(=O)N2CCCCN3[C@H](C2)[C@H](c2ccc(C4=CCCCC4)cc2)[C@@H]3CO)c1
  1	23	66	-1	-4	0.3	0	0
COc1cc(C)c(CN2CCCCC2CO)cc1C (centres undefined)
  /	6	/	3	-9	/	/	-7
Cc1ccc(/C=N\NC(=O)CNC(=O)C23CC4CC(CC(C4)C2)C3)o1
  3	4	22	-1	-1	0.3	1	-15

Next part
Each structure is followed by: SIRT5 inh	Statin myotox sup	S100A4 MyoIIA	Cneo AK release	PGC1a acetyl inh	XiGFP reactiv	ERAP1 HTS inh	LGR2 inh
CN1C(=O)c2cc(NC(=O)NCc3ccccc3)ccc2OC[C@@H]2O[C@@H](CC(=O)NCC3CCCCC3)CC[C@@H]21
  1	56	1	-1	1	0.0	1	5
Cc1cc(C)c(NC(=O)c2ccc(CNS(=O)(=O)c3cc(C(F)(F)F)ccc3Cl)cc2)c(C)c1
  1	/	-3	/	/	0.0	-9	8
C[C@@H]1CN([C@@H](C)CO)C(=O)c2cc(NC(=O)CCC(F)(F)F)ccc2O[C@@H](C)CCCCO[C@@H]1CN(C)Cc1ccncc1
  1	-10	6	-3	1	-0.1	0	11
CC(C)(C)OC(=O)N1Cc2[nH]c3ccccc3c2C[C@@H]1C(=O)O
  -3	19	-1	4	2	0.4	1	25
Cc1ccc(NC(=O)CC2S/C(=N/c3nccs3)N(C)C2=O)c(C)c1 (centres undefined)
  /	-18	/	0	-3	/	/	-6
CCCc1ccc2oc(C(=O)N(C)Cc3ccn[nH]3)c(C)c2c1
  -1	-16	0	-4	13	0.0	0	-50
N/C(=N\OC(=O)Cc1ccc([N+](=O)[O-])cc1)c1ccc([N+](=O)[O-])cc1
  -4	-1	0	-8	15	0.0	1	-13
CC1CC(C(=O)Nc2ccccc2)C(=O)O1 (centres undefined)
  /	1	-1	-2	-22	0.1	-1	0
COc1nc(N(CC(N)=O)S(=O)(=O)c2ccccc2)nc(C)c1Cl
  -4	/	-1	-2	5	/	-1	-10
CCCn1c2ccc(C)cc2c2nnc(SCCN3CCCCC3)nc21
  -2	-37	-4	-1	-3	0.0	-3	-9
